# Screens from PubChem.
# mut p53 react: mutant p53 pathway re-activators, primary screen, cell-based, SW480, luciferase, single point, HTS; SW480 PUMA-promoter luciferase, p53 mutant reactivation; activation, % at 9.98 µM; 28,000 tested, 1.5% active; AID 624151, 2012; in the data active = activation above about 52%; inconclusive = no clear call, values can overlap the other calls
# STK33 inh: STK33 kinase inhibitors, primary screen, biochemical, luminescence, ADP-Glo, MBP substrate; Serine/threonine-protein kinase 33 (Homo sapiens), Q9BYT3; inhibition, % at 12.5 µM; 27,000 tested, 0.44% active; in the data active = inhibition above about 20%; inconclusive = no clear call, values can overlap the other calls
# Target sequence (Q9BYT3 whole entry, looked up): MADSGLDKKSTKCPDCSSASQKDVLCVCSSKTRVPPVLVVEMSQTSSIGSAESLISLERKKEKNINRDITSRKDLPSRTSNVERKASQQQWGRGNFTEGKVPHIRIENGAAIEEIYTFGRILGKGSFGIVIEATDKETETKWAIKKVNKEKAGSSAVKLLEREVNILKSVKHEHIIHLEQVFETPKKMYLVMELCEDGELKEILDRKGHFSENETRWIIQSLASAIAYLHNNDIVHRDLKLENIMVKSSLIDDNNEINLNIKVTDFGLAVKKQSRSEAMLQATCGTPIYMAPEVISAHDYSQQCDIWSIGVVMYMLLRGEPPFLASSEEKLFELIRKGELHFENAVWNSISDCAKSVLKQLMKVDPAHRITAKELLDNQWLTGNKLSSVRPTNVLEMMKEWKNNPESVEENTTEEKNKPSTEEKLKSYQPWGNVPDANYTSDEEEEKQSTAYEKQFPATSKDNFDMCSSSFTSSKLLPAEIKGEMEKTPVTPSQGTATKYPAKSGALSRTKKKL
# An asterisk follows results filed as active; u = inconclusive; x = not tested or not shown; & = joins results of further samples. The list is partial; count on the stated rates, not on these rows.
SMILES,mut p53 react,STK33 inh
CC(O)CNCCNc1ccc([N+](=O)[O-])c2cccnc12 (stereo unspecified),26,0
Cc1c(C(=O)c2cccc3ccccc23)c2cccc3c2n1[C@H](CN1CCOCC1)CO3,x,0
C[C@@H]1CCOC(=O)C=CC=CC(=O)O[C@@H]2C[C@H]3O[C@@H]4C=C(CO)CC[C@]4(COC(=O)[C@H]1O)[C@]2(C)[C@]31CO1,11,-3
COc1ccc(C(=O)O[C@H]2CC[C@@]3(C)[C@@H]4CC[C@H]5[C@]6(O)C[C@H](O)[C@@]7(O)[C@@H](CN8C[C@@H](C)CC[C@H]8[C@@]7(C)O)[C@]6(O)C[C@@]53O[C@]24O)cc1OC,12,0
N#CC(O[C@@H]1O[C@H](CO[C@@H]2O[C@H](CO)[C@@H](O)[C@H](O)[C@H]2O)[C@@H](O)[C@H](O)[C@H]1O)c1ccccc1 (stereo partly specified),x,1
C[C@]12CCC(=O)C=C1CC[C@@H]1[C@@H]2C(=O)C[C@]2(C)C(=O)CC[C@@H]12,13,-2
CCC(C)[C@H]1O[C@]2(C=C[C@@H]1C)C[C@@H]1C[C@@H](C/C=C(\C)[C@@H](OC3C[C@H](OC)C(O[C@H]4C[C@H](OC)[C@@H](O)[C@H](C)O4)[C@H](C)O3)[C@@H](C)/C=C/C=C3\CO[C@@H]4[C@H](O)C(C)=C[C@@H](C(=O)O1)[C@]34O)O2 (stereo partly specified),x,4
COc1ccc([C@H]2Oc3c(I)c(OC)cc(OC)c3C[C@@H]2O)cc1OC,x,7
O=c1cccc2n1CC1CNCC2C1 (stereo unspecified),-3,1
Fc1ccc(C(OCCN2CCN(CCCc3ccccc3)CC2)c2ccc(F)cc2)cc1,-113,2&0
COC1=CC(=O)O[C@@H](CCc2ccc3c(c2)OCO3)C1,15,-1
Cn1cc(C(=O)C(=O)N[C@H]2CN3CCC2CC3)c2ccccc21,8,0
COc1ccc2c(c1OC)C(=O)O[C@H]2[C@H]1c2cc3c(cc2CCN1C)OCO3,x,2
C[C@@H](CO)NC(=O)C1C=C2c3cccc4[nH]cc(c34)C[C@H]2N(C)C1 (stereo partly specified),x,1
CC1(C)C(C(=O)Nc2ccccc2C(F)(F)F)C1(C)C,x,-1
C/C1=C/C(=O)O[C@@H]2C[C@@H](CC[C@H](C)/C=C\CC1)O[C@@](O)([C@@H]1CSC(=O)N1)C2,x,-2
COc1cc2c(cc1O)C(CCc1ccc(Cl)cc1)N(C)CC2 (stereo unspecified),1,x
CN1C(CC(O)c2ccccc2)CCCC1CC(O)c1ccccc1 (stereo unspecified),0,0
Cc1[nH]c2ccc(Cl)cc2c1C1=CCNCC1,15,x
CC(C)C1(NC(=O)C2CC3c4cccc5[nH]cc(c45)CC3N(C)C2)OC2(O)C3CCCN3C(=O)C(Cc3ccccc3)N2C1=O (stereo unspecified),3,x
O=C(Cn1cc(C(=O)c2ccccc2)c2ccccc21)NCC1CCCO1 (stereo unspecified),-7,2
COc1cc2occc2c2oc(=O)ccc12,x,3
N[C@@H](Cc1ccc(N(CCCl)CCCl)cc1)C(=O)O,x,0
CO[C@H]1[C@@H](O)[C@@H](C)O[C@@H](O[C@@H]2C=C3C(OC(C)=O)CC4(O)C(CC[C@]5(C)[C@@H](C6=CC(=O)OC6)CC[C@]45O)[C@@]3(C)CC2)[C@@H]1O (stereo partly specified),x,-4
COC1=C[C@@H]2C3=C([C@@H]2C1=O)[C@@H](NC(C)=O)CCc1cc(OC)c(OC)c(OC)c13,12,-5
Clc1ccc(C2=CCCC3CCC2N3)cn1 (stereo unspecified),7,x
C[C@]12CCC(=O)C=C1CCC1C2CC[C@@]2(C)C1CC[C@@H]2O (stereo partly specified),x,0
NNCc1cccc(O)c1,x,1
CCC1(CC)C(=O)C=CNC1=O,x,-6
C[C@@H]1CN([C@H](C)CO)C(=O)CCCn2nncc2CO[C@@H]1CN(C)C(=O)Oc1ccccc1,x,-1
CO[C@H]1[C@H](O)[C@H](O[C@H]2CC[C@]3(C)C4CC[C@]5(C)C(C6=CC(=O)OC6)CC[C@]5(O)C4CC[C@@H]3C2)O[C@@H](C)[C@@H]1O (stereo partly specified),7,-3
CC1=C[C@H]2[C@]3(O)[C@H](C)[C@@H](O)[C@@]4(O)[C@H]([C@@H]3C=C(CO)C[C@]2(O)C1=O)C4(C)C,3,-2
OC(c1ccccc1)(c1ccccc1)C1CCNCC1,13,0
COc1cc2c(cc1OC)[C@@]13CCN4CC5=CCO[C@H]6CC(=O)N2[C@H]1[C@H]6[C@H]5C[C@H]43,-21,3
Oc1ccc2c3c1OC1[C@@H](O)CC[C@@]4(O)[C@@H](C2)N(CC2CCC2)CC[C@]314 (stereo partly specified),x,-1
Cc1cccc(NC(=O)Cn2cc(C(=O)c3ccccc3)c3ccccc32)c1C,-10,3

# Shown with each value named: entries from further up
NNCc1cccc(O)c1
  mut p53 react: x	STK33 inh: 1
Oc1ccc2c3c1OC1[C@@H](O)CC[C@@]4(O)[C@@H](C2)N(CC2CCC2)CC[C@]314 (stereo partly specified)
  mut p53 react: x	STK33 inh: -1
C[C@]12CCC(=O)C=C1CCC1C2CC[C@@]2(C)C1CC[C@@H]2O (stereo partly specified)
  mut p53 react: x	STK33 inh: 0
COc1cc2c(cc1OC)[C@@]13CCN4CC5=CCO[C@H]6CC(=O)N2[C@H]1[C@H]6[C@H]5C[C@H]43
  mut p53 react: -21	STK33 inh: 3

# (listing goes on)
SMILES,mut p53 react,STK33 inh
C=C(CO)C(=O)O[C@H]1CC(=C)[C@@H]2C[C@H](O)C(=C)[C@@H]2[C@H]2OC(=O)C(=C)[C@@H]21,x,5
CCCCCCCCCCCCCC(=O)O[C@@H]1[C@@H](C)[C@@]2(O)[C@@H](C=C(CO)C[C@]3(O)C(=O)C(C)=C[C@@H]23)[C@@H]2C(C)(C)[C@]12OC(C)=O,-59,1
COc1cc2ccc(=O)oc2c2ccoc12,x,7
CC1(C)C(C(=O)Nc2nccs2)C1(C)C,x,1
CC(C)NCC(O)c1ccc(N)c(C#N)c1 (stereo unspecified),-7,-5
Cc1cc(O)cc2oc(=O)c3c(O)cc(O)cc3c12,7,74*
COc1ccc(OC)c(NC(=S)NCCc2cnc[nH]2)c1,-8,-2
CN1CC(C(=O)N[C@]2(C)O[C@@]3(O)[C@@H]4CCCN4C(=O)[C@H](Cc4ccccc4)N3C2=O)C=C2c3cccc4[nH]cc(c34)C[C@H]21 (stereo partly specified),1,9
O=c1cccc2n1C[C@H]1CNCC2C1,-4,4
O=C(O)COc1ccc(Cl)cc1Cl,x,1
c1ccc(CCCN2CCN(CCOC(c3ccccc3)c3ccccc3)CC2)cc1,x,3
CC(=O)OC[C@]12CCC(C)=C[C@H]1O[C@@H]1[C@H](O)[C@@H](OC(C)=O)[C@@]2(C)[C@]12CO2,x,2
Cc1c(O)c(C(=O)O)c(O)c2c1[C@H](C)[C@@H](C)OC2=O,10,2
CC1=C2C[C@H]3[C@@H](CC=C4C[C@@H](O)CC[C@@]43C)[C@@H]2CC[C@]12O[C@@H]1C[C@H](C)CN[C@H]1[C@H]2C,-6,-2
CC(C)(C)c1o[nH]c(=O)c1CC(N)C(=O)O (stereo unspecified),-5,x
CN(C)C(=O)Oc1cc(OC(=O)N(C)C)cc(C(O)CNC(C)(C)C)c1 (stereo unspecified),1,2
COc1ccc2c3c([nH]c2c1)C(C)=NCC3,x,-2&5
CN1CCC2=C[C@H](O)[C@H]3OC(=O)c4cc5c(cc4[C@H]3[C@@H]21)OCO5,-26,-2
O=C(CCCN1CCC2(CC1)C(=O)N(Cc1cccc(F)c1)CN2c1ccccc1)c1ccc(F)cc1,x,-6
O=C(O)COc1cc(Cl)c(Cl)cc1Cl,x,5
CN1C[C@@H](NS(=O)(=O)N(C)C)C[C@@H]2c3cccc4c3c(cn4C)C[C@H]21,6,0
C[C@H]1CN([C@@H](C)CO)C(=O)CCCn2nncc2CO[C@@H]1CN(C)C(=O)Oc1ccccc1,x,-3
CC(C)=CC1C(C(=O)OCc2cccc(Oc3ccccc3)c2)C1(C)C (stereo unspecified),x,-2
NC(=NCCc1ccc(I)cc1)SCCCc1cnc[nH]1,-8,x
COc1cc([C@@H]2c3cc4c(cc3[C@@H](O)C3COC(=O)C32)OCO4)cc(OC)c1O (stereo partly specified),x,1
COc1cc(O)c(C(=O)O)c(-c2cc(O)c(O)cc2C)c1,17,-3
CC(C)(C)C(=O)c1cn(CC(=O)NCc2ccco2)c2ccccc12,u,0
C=C(C)C1Cc2c(ccc3c(=O)c4c(oc23)COc2cc(OC)c(OC)cc2-4)O1 (stereo unspecified),x,0
CN1[C@@H]2CC[C@H]1CC(OC(=O)C1C=Nc3ccccc31)C2 (stereo partly specified),13,-1
CCCCC/C=C/C/C=C/C/C=C/C/C=C/CCCC(=O)NCCCC(=O)O,-7,x
CCNc1nc(Cl)nc(NC(C)C)n1,x,2
CCCN1CCC[C@@H]2Cc3nc(N)ncc3C[C@H]21,10,3
C[C@H]1CN([C@@H](C)CO)C(=O)CCCn2cc(nn2)CO[C@H]1CN(C)C(=O)Oc1cccc2ccccc12,x,1
N#C/C(=C\c1ccc(O)cc1)C(=O)O,x,27*
O=C(O)c1nn(Cc2ccc(Cl)c(Cl)c2)c2ccccc12,-4,1
C[C@@H](N)[C@@H](O)c1ccccc1,x,2

# Given with each value named: entries from further up.
SMILES: CN1[C@@H]2CC[C@H]1CC(OC(=O)C1C=Nc3ccccc31)C2 (stereo partly specified)
- mut p53 react = 13
- STK33 inh = -1
SMILES: C=C(C)C1Cc2c(ccc3c(=O)c4c(oc23)COc2cc(OC)c(OC)cc2-4)O1 (stereo unspecified)
- mut p53 react = x
- STK33 inh = 0
SMILES: CC(C)(C)C(=O)c1cn(CC(=O)NCc2ccco2)c2ccccc12
- mut p53 react = u
- STK33 inh = 0

# Next records:
SMILES,mut p53 react,STK33 inh
C=C(C)c1cc2cc(C(C)=O)c(O)cc2o1,x,6
CC[C@H]1CN2CCC1C[C@H]2[C@H](O)c1ccnc2ccc(OC)cc12 (stereo partly specified),0,0
CN1CCc2cc(Cl)c(O)cc2[C@H]2c3ccccc3CC[C@@H]21,-6,x
COc1cc2c(cc1OC)[C@@]13CCN4CC5=CCOC6CC(=O)N2C1[C@H]6[C@H]5C[C@H]43 (stereo partly specified),x,-7
C[C@H]1OC(O[C@H]2[C@@H](O)CC(O[C@H]3[C@@H](O)C[C@H](O[C@H]4CC[C@]5(C)C6CC[C@]7(C)[C@@H](C8=CC(=O)OC8)[C@@H](O)C[C@]7(O)[C@@H]6CC[C@@H]5C4)O[C@@H]3C)O[C@@H]2C)C[C@H](O)C1O (stereo partly specified),x,-2
COc1cc2c(c(OC)c1OC)-c1cc3c(cc1[C@H](OC(C)=O)[C@H]1COC(=O)[C@@H]1C2)OCO3,x,-3
CCCN1CCc2cccc3c2[C@H]1Cc1ccc(O)c(O)c1-3,x,5
O=[N+]([O-])c1ccccc1CNCCc1c[nH]c2ccccc12,-22,-3
C[C@@H]1O[C@@H](O[C@H]2[C@H](O)[C@@H](O)[C@H](O[C@@H]3C=C4CC[C@@H]5C(CC[C@]6(C)[C@@H](c7ccc(=O)oc7)CC[C@]56O)[C@@]4(C)CC3)O[C@@H]2CO)[C@H](O)[C@H](O)[C@H]1O (stereo partly specified),x,-2
CCCCC/C=C\C/C=C\C/C=C\C/C=C\CCCC(=O)NCc1ccc(O)c(OC)c1,-5,-7
C[C@]12CC[C@@H](O)C[C@@H]1CC[C@@H]1[C@@H]2CC[C@]2(C)[C@@H](C(=O)CO)CC[C@@H]12,-3,x
C[C@@H]1CN([C@@H](C)CO)C(=O)CCCn2cc(nn2)CO[C@@H]1CN(C)C(=O)Oc1cccc2ccccc12,x,3
C[C@H](CO)N1C[C@H](C)[C@H](CN(C)C(=O)Oc2cccc3ccccc23)OCc2cn(nn2)CCCC1=O,x,3
COc1cc2c(cc1O)CCNC2C (stereo unspecified),x,4
C[C@]12C=CC(=O)C=C1CCC1C2CC[C@]2(C)C(=O)CCC12 (stereo partly specified),-11,2
COc1ccc2c(c1OC)C(=O)O[C@@H]2[C@@H]1c2cc3c(cc2CCN1C)OCO3,x,0
C/C=C1/CN2C3CC1C(CO)C2Cc1c3[nH]c2ccc(OC)cc12 (stereo unspecified),-4,-5
Oc1cccc2cccnc12,x,-7
CC(=O)OCC(=O)[C@H]1CC[C@H]2[C@@H]3CC[C@H]4C[C@H](O)CC[C@]4(C)[C@H]3C(=O)C[C@]12C,10,-6
CCC1(C)CC(=O)NC(=O)C1,16,-2
CCOc1cncc(/C=C/CCNC)c1,4,x
COC1=CC(=O)O[C@@H](CCc2ccccc2)C1,14,-3
OC12C3C4CC5C6C4C1C6C(C53)N2CCc1cccc(F)c1 (stereo unspecified),-2,x
O=C1NC(=O)c2c1c1c3ccccc3n3c1c1c2c2ccccc2n1C1CCC3O1,-74,x
C(=C\c1ccccc1)/CN1CCN(CCOC(c2ccccc2)c2ccccc2)CC1,-8&16,x
CN1C[C@H](CNC(=O)OCc2ccccc2)C[C@@H]2c3cccc4c3c(cn4C)C[C@H]21,x,-3
CCC[C@H]1C[C@H]2OC(=O)c3c(cc(OC)c(OC)c3O)[C@H]2O1,-9,-7
CC(=O)OC1CN2CCC1CC2 (stereo unspecified),x,-1

# As a short view, 2 of the compounds above:
SMILES,mut p53 react,STK33 inh
C[C@@H]1CCOC(=O)C=CC=CC(=O)O[C@@H]2C[C@H]3O[C@@H]4C=C(CO)CC[C@]4(COC(=O)[C@H]1O)[C@]2(C)[C@]31CO1,11,-3
COc1ccc(C(=O)O[C@H]2CC[C@@]3(C)[C@@H]4CC[C@H]5[C@]6(O)C[C@H](O)[C@@]7(O)[C@@H](CN8C[C@@H](C)CC[C@H]8[C@@]7(C)O)[C@]6(O)C[C@@]53O[C@]24O)cc1OC,12,0
